Source: PubChem BioAssay (National Center for Advancing Translational Sciences (NCATS))
USP2a inh – USP2a (human) protease inhibition. AID 463254. Potency, µM (highest dose often 38.3 µM), for inactives: at the highest dose activity change, negative = inhibition, hits mostly inhibitors. O75604. hit rate 0.01% among 330,000. USP2 core, Ub-CHOP2 coupled fluorogenic reporter, 485/531;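 also: potency is read from the fitted curve at half-maximal effect; plate controls were DMSO wells for no effect and full inhibition by NEM control for full effect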
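USP2 core (10nM final) preincubated 30min RT with compound in 20mM Tris-HCl pH 8.0, 2mM CaCl2, 2mM beta-mercaptoethanol, 0.05% CHAPS; 25nM Ub-CHOP2 plus 25nM reporter substrate added, fluorescence (Ex485/Em531) read after 60min.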
Tb PFK inh – blocks T. brucei phosphofructokinase. hit rate 0.17% among 330,000. O15648. Potency, µM (top dose mostly 57.5 µM), inactives show at the highest dose activity, negative = inhibition, usual class: inhibitors. T. brucei PFK, ADP-Glo luminescence. AID 485367;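 also: potency is read from the fitted curve at half-maximal effect; 0% = uninhibited 1x PFK enzyme wells and -100% = no-enzyme wells; nearly all actives have a fitted effect of over 60% in size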
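PFK 1.25 nM, F6P 0.5 mM, ATP 0.1 mM, 0.1 M TEA pH 8.0, 5 mM MgCl2, 0.01% Tween20, 0.1% BSA; 45 min RT. ADP-Glo readout. qHTS titration up to 57 uM; curves fitted, compounds curve-classed.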
uPA surface inh – cell surface uPA generation inhibition; cell surface uPA generation assay, qHTS; Potency, µM (titrated, usually from 38.3 µM), for inactives: top-dose activity change, negative = inhibition, most hits filed as inhibitors; hit rate 0.31% among 330,000; AID 540303; active = well fitted inhibition curve with a large enough effect; inconclusive = small, poorly fitted or top-dose-only effect; inactive = no such curve, though single readings can be large or run the other way; tested in mouse RAW 264.7 cells; also: potency is read from the fitted curve at half-maximal effect; % is scaled to controls: 0 for no effect and ±100 for the full control effect; nearly all actives have a fitted effect of over 55% in size
BCR signal inh – blocks chronic active B-cell receptor signaling; ABC-DLBCL IkBa-CBG/CBR reporter, luminescence ratio, 4 h; Potency, µM (top dose mostly 46.1 µM), inactives show at the highest dose ratio change, negative = lower green/red ratio, usual class: inhibitors; hit rate 0.05% among 340,000; active = well fitted inhibition curve with a large enough effect in the signal ratio, with a control signal flat, not every such curve was filed as active; inconclusive = small, poorly fitted or top-dose-only effect, or effect the other way, or a change in a side signal; the % refers to the signal ratio;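 also: potency is read from the fitted curve at half-maximal effect; plate controls were basal doxycycline-induced cells for no effect and cells given 10 µM MG132 for full effect; MG132 reads +100%, hits lower the ratio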
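TMD8 human ABC-DLBCL cells with doxycycline-inducible IκBα–green luciferase fusion and unfused red luciferase, in 0.5% FBS medium; compounds up to 46 uM, 4 h at 37C. Green/red luminescence ratio, filter-overlap corrected, fitted to concentration-response curves.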
Eya2 phos inh – blocks the phosphatase activity of human Eya2 | recombinant Eya2, OMFP fluorescence dephosphorylation (OMFP is methylfluorescein phosphate) | Potency, µM (highest dose often 76.9 µM), without a hit: at the highest dose activity, negative = inhibition, most hits filed as inhibitors | hit rate 0.006% among 330,000 | AID 488837; also: potency is read from the fitted curve at half-maximal effect; % is scaled to controls: 0 for no effect and ±100 for the full control effect
Target sequence (O00167 whole entry, looked up): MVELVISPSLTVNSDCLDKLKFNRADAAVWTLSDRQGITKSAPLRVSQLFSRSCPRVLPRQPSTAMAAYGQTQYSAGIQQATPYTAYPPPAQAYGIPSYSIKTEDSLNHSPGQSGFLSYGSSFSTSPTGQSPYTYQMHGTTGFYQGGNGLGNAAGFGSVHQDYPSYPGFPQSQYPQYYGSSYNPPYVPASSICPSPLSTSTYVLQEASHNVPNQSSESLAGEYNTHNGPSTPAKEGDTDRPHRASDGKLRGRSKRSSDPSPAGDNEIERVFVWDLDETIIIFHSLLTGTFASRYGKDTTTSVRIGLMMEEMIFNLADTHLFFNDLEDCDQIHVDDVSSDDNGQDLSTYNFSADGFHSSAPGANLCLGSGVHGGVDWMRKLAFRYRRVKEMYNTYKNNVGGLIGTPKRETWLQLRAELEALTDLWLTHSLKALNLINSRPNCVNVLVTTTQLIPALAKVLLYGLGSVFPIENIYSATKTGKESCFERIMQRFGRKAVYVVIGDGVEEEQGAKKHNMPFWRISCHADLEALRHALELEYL
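Eya2 (0.2 uM) preincubated 10 min at ambient with compound, then OMFP substrate added at 50 uM; 10 min reaction in 50 mM HEPES pH 7.5, 50 mM NaCl, 5 uM MgCl2, 0.05% BSA, 1 mM DTT. Fluorescence read at Ex 485/Em 525 nm.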
TSHR antag – blocks TSH signaling through the human TSH receptor | hit rate 0.2% among 330,000 | activity change, negative = inhibition, % at 11.5 µM | AID 504810 | P16473 | TSHR-expressing cells, TSH-stimulated cAMP HTRF, 2 h; hits give low values;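 active = activity change below a set negative limit, meaning inhibition stronger than a set level, cut at about -70% in these data; inconclusive = activity change between two set negative limits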; also: % is scaled to controls: 0 for no effect and ±100 for the full control effect
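Freshly harvested TSHR cells receive pin-tooled compound, then EC80 TSH at 4nM final. After 2 hours at 37 deg C, antibody in lysis buffer and cAMP-d2 are added; 30 minutes at ambient temperature precede the HTRF read.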
B2AR arrestin – recruits beta-arrestin to the human beta2-adrenergic receptor. hit rate 0.02% among 330,000. beta-arrestin recruitment to beta2AR, cell-based reporter. AID 492947. P07550. Potency, µM (doses to about 46.1 µM), inactives show at the top dose activation, hits mostly activators;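 also: potency is read from the fitted curve at half-maximal effect; 0% = DMSO controls and full agonism = EC100 isoproterenol or metaproterenol; nearly all actives have a fitted effect of over 65% in size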
Target sequence (P07550 whole entry, looked up): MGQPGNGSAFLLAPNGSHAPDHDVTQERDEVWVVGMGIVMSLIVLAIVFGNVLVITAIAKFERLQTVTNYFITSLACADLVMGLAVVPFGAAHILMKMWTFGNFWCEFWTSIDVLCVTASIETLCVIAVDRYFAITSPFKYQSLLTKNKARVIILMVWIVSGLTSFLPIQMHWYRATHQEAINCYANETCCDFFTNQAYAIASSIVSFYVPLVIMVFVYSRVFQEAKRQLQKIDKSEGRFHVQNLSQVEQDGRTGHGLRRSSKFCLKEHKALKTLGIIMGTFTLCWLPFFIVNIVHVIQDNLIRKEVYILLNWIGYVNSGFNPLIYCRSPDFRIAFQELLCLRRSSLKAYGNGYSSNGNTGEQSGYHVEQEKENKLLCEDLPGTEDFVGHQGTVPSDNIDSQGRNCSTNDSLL
TCR activator – T cell receptor activation; primary human leukocytes, anti-CD3, IL-2 HTRF, 48 h; Potency, µM (doses to about 9.22 µM), for inactives: at the highest dose activation of IL-2 secretion, hits mostly activators; 330,000 tested, under 10 active; also: % of control where 0% means no effect
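48 hr co-incubation of compounds, a-CD3 beads and primary human leukocytes; IL-2 quantified homogeneously by HTRF with anti-IL-2 K and d2 conjugates.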
PTAP TSG101 blk – blocks PTAP/TSG101 interaction to inhibit HIV-1 budding; Q99816; Fluorescence polarization, FITC-PTAP peptide / Tsg101 binding; Potency, µM (doses to about 115 µM), inactives show top-dose activity change, negative = inhibition, actives largely listed as inhibitors; 340,000 tested, under 10 active; AID 493005; active = well fitted inhibition curve with a large enough effect in the main read-out, with a control signal flat, not every such curve was filed as active; inconclusive = small, poorly fitted or top-dose-only effect, or effect the other way, or a change in a side signal; inactive = no such curve, though single readings can be large or run the other way; also: potency is read from the fitted curve at half-maximal effect; % of control where 0% means no effect
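Tsg101 binding domain (10 uM final) was mixed with compound and a FITC-labeled PTAP peptide (50 nM final) in HEPES pH 7.5 buffer with NaCl, Tween 20, EDTA and TCEP; fluorescence polarization was read after 20 min at r.t.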
ELG1 DNA repair – ELG1-dependent DNA repair inhibition | hit rate 2.3% among 330,000 | AID 504467 | HEK293T ELG1-luciferase reporter, luminescence, 16 h; DNA damage induced by 5-fluorouridine | Potency, µM (titrated, usually from 46.1 µM), for the others: at the top dose activity change, negative = inhibition, actives largely listed as inhibitors; also: potency is read from the fitted curve at half-maximal effect; % is scaled to controls: 0 for no effect and ±100 for the full control effect; nearly all actives have a fitted effect of over 55% in size
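Step one: seed 2,000 cells per well. Step two: pin-transfer compound or DMSO alongside 5-fluorouridine. Step three: incubate 16 hr, 37 °C, 5% CO2. Step four: add ONE-Glo, wait 30 min, read luminescence.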
Mito fusion yeast – inhibitors of mitochondrial division or activators of mitochondrial fusion. S. cerevisiae fusion-defective mutant growth rescue, CellTiterGlo 48 h. hit rate 0.23% among 320,000. AID 485298. Potency, µM (doses to about 46.1 µM), for inactives: at the top dose growth rescue (activation), usual class: activators;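 also: potency is read from the fitted curve at half-maximal effect; % of control where 0% means no effect; nearly all actives have a fitted effect of over 45% in size; temperature-sensitive fusion mutants such as fzo1-1 at 37 °C on non-fermentable ethanol glycerol medium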
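Read-out: ATP-based luminescence (CellTiterGlo, 10 min ambient) reporting growth of fusion-defective ts yeast after 48 hours at 37C on glycerol/ethanol YPEG medium in the presence of compound.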
Starred values were filed as active, the others as inactive; ? = inconclusive; · = not tested or not shown; [ ] = remark or other dose. Unless noted, calls follow the shape of the dose curve; as a rule, active = well fitted curve in the direction sought with a large enough effect; inconclusive = small, poorly fitted or top-dose-only effect, or another doubt; inactive = no such curve, though single readings can be large; an effect the other way counts as inactive or inconclusive.

SMILES	USP2a inh	Tb PFK inh	uPA surface inh	BCR signal inh	Eya2 phos inh	TSHR antag	B2AR arrestin	TCR activator	PTAP TSG101 blk	ELG1 DNA repair	Mito fusion yeast
Cc1cc(=O)oc2cc(OCC(=O)NCCN3CCOCC3)c(Cl)cc12	2%	-2%	2%	-1%	2%	6	0.0%	4%	-2%	13%	-2%
Cc1ccccc1NS(=O)(=O)c1ccc(C)c(C(=O)N2CCOCC2)c1	3%	-9%	-5%	-1%	-4%	-48	-0.4%	4%	-3%	2%	2%
O=C(COC(=O)/C=C/c1cccc(F)c1)NC1CC1	4%	4%	0%	-2%	4%	-7	-0.4%	-4%	-2%	4%	·
OCCC1CN(Cc2ccncc2)CCN1C1CCCC1 (configuration not stated)	2%	2%	1%	-9%	6%	-9	5.7%	-5%	-3%	13%	6%
Cc1cc(CNC(=O)[C@H](C)[C@@H]2C[C@@]2(C)[C@@H](NC(=O)OCc2ccccc2)c2ccccc2)nn1C	0%	-5%	17%	-11%	8%	5	-1.3%	2%	·	3%	-13%
COc1ccc(NS(=O)(=O)c2cccc(NC(=O)C34CCC(CC3)C4)c2)cc1	0%	-2%	-1%	-5%	3%	3	1.1%	2%[46.1 µM]	-6%	?	0%
CCc1sc(C(=O)N(CCCOC)c2c(N)n(CC(C)C)c(=O)[nH]c2=O)cc1C	-2%	0%	16%	-1%	-11%	7	-0.2%	-1%	-1%	17%	4%
COc1ccc(/C=N/Nc2nnc(Cc3ccc(OC)c(OC)c3)c(=O)[nH]2)cc1OC	0%	0%	-3%	-1%	0%	-1	-0.8%	7%[46.1 µM]	-5%	4%	-9%
CCOC(=O)C(C)Sc1nnc2n1C(C)(C)Cc1ccccc1-2 (configuration not stated)	0%	-1%	-4%	-5%	-2%	7	0.0%	10%[46.1 µM]	-10%	-3%	4%
CC(=O)NCCC(=O)Nc1nc(-c2cccs2)c(-c2cccs2)s1	5%	-3%	5%	18%	-6%	-4	-0.2%	14%[46.1 µM]	1%	?	-11%
CCOC(=O)C/C(C)=N/NC(=O)CN(c1ccc(Br)cc1)S(=O)(=O)c1ccccc1	-4%	-1%	7%	0%	-2%	17	-1.0%	1%[46.1 µM]	-4%	9%	-3%
CCc1nnc(NS(=O)(=O)c2ccc(Nc3ccc4nonc4c3[N+](=O)[O-])cc2)s1	2%	-1%	1%	2%	3%	-13	-0.1%	-4%	4%	-2%	3%
COc1ccc([C@H]2CC(=O)C=C(c3ccc4ncccc4c3)C2)cc1OC	5%	2%	0%	?	-26%	-17	-0.2%	-4%	-5%	?	·
O=C(NCC1CCCO1)c1cn(-c2ccccc2)nc1-c1ccccc1 (configuration not stated)	2%	-4%	-30%	-1%	-5%	-1	-0.6%	-5%	1%	-8%	3%
Cc1cc(/C=C2\C(=O)NN(c3ccccc3)C2=O)c(C)n1-c1ccccc1O	8%	-12%	-10%	?	-9%	-45	0.2%	11%	-1%	?	-2%
Cc1cc(C)c(S(=O)(=O)c2ccccc2C)c(OCC(C)(C)C)n1	-1%	-2%	-4%	27%	-2%	-16	-3.9%	-7%	-3%	21%	-2%
CC1(C)Oc2ccc(C(=O)NNC(=O)Nc3ccccc3)cc2NC1=O	-2%	0%	-2%	3%	-19%	-5	-0.4%	3%	0%	8%	3%
Cc1ccc(-c2cc(C(=O)Nc3ccc(S(=O)(=O)Nc4ncccn4)cc3)c3ccccc3n2)cc1	-1%	-2%	3%	5%	-9%	-14	-0.8%	-8%[46.1 µM]	4%	?	-3%
O=C(Nc1cccc(OC(F)(F)F)c1)c1ccc(Br)o1	-5%	2%	4%	-1%	0%	-12	0.0%	-4%	-3%	7%	1%
Cc1ccnc(NS(=O)(=O)c2ccc(NC(=O)c3ccccc3F)cc2)n1	2%	7%	14%	1%	14%	-8	-1.2%	-2%	-6%	15%	0%
Cc1cc(-c2csc(NC(=O)c3ccc(=O)[nH]c3)n2)c(C)n1Cc1ccccc1	?	?	10%	?	3%	-13	0.2%	0%	-2%	0%	-5%
N#Cc1nc(-c2cccs2)oc1NCc1ccc(Cl)cc1	-4%	1%	3%	?	-20%	-2	0.1%	-63%	-5%	7%	?
Cc1cc(C)c(C(=O)COC(=O)CN2C(=O)NC3(CCCC3)C2=O)cc1C	0%	1%	-2%	-6%	7%	-13	-0.5%	-1%	-3%	-2%	·
Cc1ccc(CSc2nnc(-c3ccc4c(c3)OCO4)o2)cc1	3%	-3%	5%	18%	16%	-12	0.5%	13%	0%	?	-3%
O=C(CCNC(=O)c1ccc(Br)cc1)NCCCN1CCOCC1	1%	-3%	-12%	-1%	-2%	-21	0.3%	-1%	-1%	14%	0%

Next section.
SMILES	USP2a inh	Tb PFK inh	uPA surface inh	BCR signal inh	Eya2 phos inh	TSHR antag	B2AR arrestin	TCR activator	PTAP TSG101 blk	ELG1 DNA repair	Mito fusion yeast
Cc1ccc(NC(=O)CNC(=O)COc2ccccc2)nc1	0%	-3%	2%	-4%	-7%	2	-0.1%	-5%	0%	13%	0%
Cc1noc(C)c1S(=O)(=O)N1CCC(C(=O)N2CCN(C3CCCC3)CC2)CC1	-2%	1%	·	0%	-7%	16	-0.2%	·	·	13%	1%
CSc1ccc(/C=N/NC(=O)c2cccc(Cl)c2)cc1	1%	-20%	7%	?	-21%	19	9.3%	0%[46.1 µM]	-2%	?	-32%[inhibitor]
C/C(=N/OC(=O)c1ccc(C)cc1)c1ccc(N2C(=O)C3CCCCC3C2=O)cc1 (configuration not stated)	2%	-10%	-2%	4%	6%	8	-0.5%	-58%	-7%	18%	2%
NS(=O)(=O)c1ccc(NC(=O)c2ccccc2C(=O)N2CCCCC2)cc1	2%	3%	3%	-11%	5%	-1	-0.2%	-5%	-1%	5%	-5%
Cc1ccc(C(=O)NCC(=O)NCc2cc(=O)n(C)c(=O)n2C)cc1	1%	1%	-3%	6%	-8%	-5	-0.1%	-2%	-9%	0%	2%
CCc1ccc(C(=O)/C=C/c2ccc([N+](=O)[O-])o2)cc1	0%	1%	-12%	?	13%	-30	?	-3%	2%	?	3%
Cn1c(Sc2ccccc2Cl)c(C=O)c2ccccc21	0%	1%	2%	?	-9%	-10	-0.2%	-3%	-3%	?	4%
CCOc1ccc(OCC(=O)Nc2ccc(N3CCCCC3)cc2)cc1	1%	-8%	-16%	-2%	5%	2	-0.4%	-2%	1%	-9%	-2%
CCN1CCN(CCC(=O)Nc2ccc(Br)cc2)CC1	6%	1%	-3%	1%	-4%	9	-0.2%	0%	-3%	0%	-3%
O=S(=O)(N/N=C\c1cn(-c2ccccc2)nc1-c1ccccc1)c1ccccc1	1%	4%	0%	?	-11%	-28	-0.2%	6%	-4%	20%	-18%
O=C(CSc1nnc(CNC(=O)c2ccco2)o1)Nc1ccccc1F	0%	-3%	2%	3%	0%	10	-0.7%	-2%	-8%	-4%	5%
Cc1nn(Cc2cccc(C(=O)NN)c2)c(C)c1Cl	2%	1%	13%	?	8%	9	-0.6%	5%	-8%	0%	-1%
COc1cc(S(=O)(=O)N2CCn3cccc3C2C)ccc1NC(C)=O (configuration not stated)	7%	0%	-1%	0%	-20%	·	0.0%	-4%	-1%	29%	·

An excerpt from above in order of molar mass, descending:
SMILES	USP2a inh	Tb PFK inh	uPA surface inh	BCR signal inh	Eya2 phos inh	TSHR antag	B2AR arrestin	TCR activator	PTAP TSG101 blk	ELG1 DNA repair	Mito fusion yeast
Cc1noc(C)c1S(=O)(=O)N1CCC(C(=O)N2CCN(C3CCCC3)CC2)CC1	-2%	1%	·	0%	-7%	16	-0.2%	·	·	13%	1%
COc1cc(S(=O)(=O)N2CCn3cccc3C2C)ccc1NC(C)=O (configuration not stated)	7%	0%	-1%	0%	-20%	·	0.0%	-4%	-1%	29%	·
Cc1ccc(NC(=O)CNC(=O)COc2ccccc2)nc1	0%	-3%	2%	-4%	-7%	2	-0.1%	-5%	0%	13%	0%

Hits appear at their usual frequency; overall some 3% were active at least once.
